Bioassay records: PubChem BioAssay, several laboratories
Runt-CBFb FRET: Runt domain-CBFb interaction inhibition; inhibition, % at 20 µM; Cerulean-Runt/Venus-CBFb FRET ratio 530/480, 1 h; AID 1496; Q01196+Q13951; hit rate 0.46% among 220,000;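 active = inhibition over about 50% at 20 µM in the single-dose screen, limit read from the data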;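 note: 0% = DMSO wells and 100% = excess unlabeled CBFb competitor control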
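Reagent – Venus-CBFb binding partner, 100 nM · Assay system – Cerulean-tagged RUNX1 Runt domain (FRET donor) fusion protein · Input – 100 nM per protein · Incubation – two 1 h room-temperature incubations shielded from light · Measured by – FRET fluorescence · Medium – Tris buffer pH 7.5 with salts and BSA · Benchmarks – unlabeled CBFb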
KLK5 inh: inhibitors of human kallikrein 5; Q9Y337; recombinant hK5, fluorogenic AMC substrate cleavage; inhibition, % at 5 µM; hit rate 0.59% among 210,000; AID 873;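 active = inhibition of 40% or more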;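 note: 0% = enzyme controls without compound and 100% = no-enzyme blanks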
Target sequence (Q9Y337 67-293 limits assumed): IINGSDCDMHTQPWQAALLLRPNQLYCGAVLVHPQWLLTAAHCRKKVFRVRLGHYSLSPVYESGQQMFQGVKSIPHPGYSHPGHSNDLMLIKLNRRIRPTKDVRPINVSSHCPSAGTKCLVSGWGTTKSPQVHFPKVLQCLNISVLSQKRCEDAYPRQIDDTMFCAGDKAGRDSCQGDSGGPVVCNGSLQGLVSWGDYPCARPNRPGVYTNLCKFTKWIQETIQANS
Runt-SMMHC FRET: Runt domain-CBFb-SMMHC interaction inhibition; hit rate 0.74% among 220,000; inhibition, % at 20 µM; Cerulean-Runt/Venus-CBFb-SMMHC FRET ratio 530/480, 1 h; Q01196+Q13951;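 active = mean inhibition across duplicate retests at 20 µM reaching about 50%, limit read from the data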;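 note: 0% = DMSO wells and 100% = wells with excess untagged CBFb-SMMHC; inhibitors lower the FRET ratio by blocking Runt binding to CBFb-SMMHC; some results filed as inactive read as strong as hits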
Hck-Nef inh: inhibitors of human Hck kinase activated by Nef | P08631 | inhibition, % at 20 µM | hit rate 0.68% among 220,000 | Recombinant Hck-YEEI plus Nef, Z-Lyte FRET kinase assay;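 active = Hck-Nef kinase inhibition above about 50%, limit read from the data; inactive = inhibition below that limit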;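 note: 0% = DMSO with Hck plus Nef and 100% = Hck alone without Nef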
FXIIa inh 1536: inhibitors of human coagulation factor XIIa; hit rate 0.3% among 220,000; P00748; AID 800; inhibition, % at 5 µM; purified FXIIa, Boc-QGR-AMC fluorogenic substrate, 2 h; in the data active = inhibition above about 40%;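 note: 0% = enzyme with no compound and 100% = blank without enzyme; many of its hits are not listed in these tables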
Target sequence (P00748 20-372 limits assumed): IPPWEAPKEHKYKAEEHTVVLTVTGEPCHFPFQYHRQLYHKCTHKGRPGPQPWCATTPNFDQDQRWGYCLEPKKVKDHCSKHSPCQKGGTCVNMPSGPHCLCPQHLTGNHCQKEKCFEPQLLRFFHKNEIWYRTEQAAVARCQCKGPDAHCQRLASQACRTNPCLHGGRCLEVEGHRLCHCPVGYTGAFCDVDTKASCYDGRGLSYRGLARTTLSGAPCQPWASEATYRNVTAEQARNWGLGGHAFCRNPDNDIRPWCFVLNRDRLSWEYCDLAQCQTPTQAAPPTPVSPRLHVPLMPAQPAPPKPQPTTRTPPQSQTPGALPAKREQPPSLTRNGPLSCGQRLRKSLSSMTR
Target sequence (P00748 373-615 limits assumed): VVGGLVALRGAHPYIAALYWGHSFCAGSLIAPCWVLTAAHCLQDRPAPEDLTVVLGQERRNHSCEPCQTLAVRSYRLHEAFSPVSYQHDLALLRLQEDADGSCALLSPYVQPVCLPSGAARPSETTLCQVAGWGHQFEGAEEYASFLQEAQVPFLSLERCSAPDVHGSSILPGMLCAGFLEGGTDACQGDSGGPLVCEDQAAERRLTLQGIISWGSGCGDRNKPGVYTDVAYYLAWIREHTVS
Thrombin inh: inhibitors of human thrombin | inhibition, % at 5 µM | alpha-thrombin, Boc-VPR-AMC fluorogenic substrate cleavage | P00734 | hit rate 0.26% among 220,000 | AID 1046;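 active = inhibition at or above 40%; inactive = inhibition below 40%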;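 note: 0% = enzyme with no compound and 100% = wells without enzyme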
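System – human alpha-thrombin · Medium – pH 7.5 Tris (50 mM) with NaCl 150 mM, Tween 20 0.05% · Compound – single-point dosing at 5 µM, 0.2% DMSO · Incubation – enzyme reaction carried out at room temperature · Technique – fluorescence of released AMC, ex 355 nm, em 460 nm · Read-out basis – % inhibition of thrombin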
14-3-3 Bad inh: disrupts binding of bovine 14-3-3 zeta to phospho-Bad peptide; TR-FRET 14-3-3zeta/Dy647-pBad peptide displacement, 1 h; inhibition, % at 21.7 µM; hit rate 0.71% among 220,000;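 active = inhibition above about 70%, limit read from the data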;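 note: 0% = full 14-3-3 plus peptide FRET controls and 100% = background without 14-3-3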
FXIa inh 1536: blocks human coagulation factor XIa protease activity; purified FXIa, Boc-Glu-Ala-Arg-AMC fluorogenic substrate; inhibition, % at 5 µM; hit rate 0.14% among 220,000;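 active = inhibition of at least 40%; inactive = inhibition below 40%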;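 note: fluorescence of freed AMC excited at 355 nm; 0% = enzyme without compound and 100% = no enzyme blank; many of its hits are not listed in these tables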
Wee1 degr inh: blocks degradation of human Wee1 kinase. reporter increase, % at 5 µM. HeLa Luc-Wee1K328M stability, luciferase luminescence; 100% = proteasome inhibitor MG132 effect. P30291. hit rate 1.2% among 220,000;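 active = activation above the mean of all tested compounds plus 3 SD, set per screening run, cut at about 8.8% in these data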;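 note: cells exposed to compound for 20 h before luminescence read; 0% = DMSO alone and 100% = MG132 at 30 µM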
An asterisk follows results filed as active; . = not tested or not shown; [ ] = remark or other dose.

The first 2 entries, to show the layout:
Each structure is followed by: FXIa inh 1536	FXIIa inh 1536	Wee1 degr inh	Runt-SMMHC FRET	KLK5 inh	Hck-Nef inh	14-3-3 Bad inh	Runt-CBFb FRET	Thrombin inh
#1 N#C/C(=C\c1c(Cl)cccc1Cl)c1nn(-c2ccccc2)c(-n2cccc2)c1C#N
  7	11	7	2	-7	9	-2	-1	-1
#2 Cc1ccc(C(=O)Nc2ccc(N3CCOCC3)nc2)cc1
  1	15	1	-1	2	0	1	-4	-3

The list itself, from the start:
Each structure is followed by: FXIa inh 1536	FXIIa inh 1536	Wee1 degr inh	Runt-SMMHC FRET	KLK5 inh	Hck-Nef inh	14-3-3 Bad inh	Runt-CBFb FRET	Thrombin inh
#1 N#C/C(=C\c1c(Cl)cccc1Cl)c1nn(-c2ccccc2)c(-n2cccc2)c1C#N
  7	11	7	2	-7	9	-2	-1	-1
#2 Cc1ccc(C(=O)Nc2ccc(N3CCOCC3)nc2)cc1
  1	15	1	-1	2	0	1	-4	-3
#3 COC(=O)CNC(=O)CN1C(=O)N(c2ccc(Cl)cc2)C(N(O)C(=O)Nc2ccc(Cl)cc2)C1(C)C (stereo not drawn)
  -1	5	0	1	-14	0	20	-5	-6
#4 NC(=O)c1cnn(-c2ccc3ccccc3c2)c1N
  -3	13	-2	5	4	13	-4	0	3
#5 CC1=C(C(=O)OCc2ccccc2)C(c2ccc(-c3ccccc3)cc2)NC(=O)N1CCCCCC(=O)O (stereo not drawn)
  9	19	-1	-20	-2	2	7[fluorescence artefact?]	5	3
#6 CCNC(=O)COC(=O)CCC(=O)c1ccc(F)cc1
  5	17	-4	-1	4	16	1	-1	3
#7 CC(C)(C)S(=O)(=O)/C(C#N)=C/Nc1ccccn1
  -18	-2	-2	0	8	-5	-3	0	-8
#8 Cc1nn(Cc2ccc(F)cc2)c(C)c1NC(=O)c1cc(-c2ccc3c(c2)OCO3)on1
  1	9	1	-1	-4	0	4	-6	-5
#9 CN(Cc1ccccc1)S(=O)(=O)c1ccc2c(c1)NC(=O)CC(=O)N2
  2	6	-2	-4	-15	6	16	1	-14
#10 Cc1ccc(S(=O)(=O)NC2=NCN(C3CCN(Cc4ccccc4)CC3)CN2)cc1
  -7	4	1	-1	-11	5	3[fluorescence artefact?]	0	-2
#11 CCCCOCCCNC(=O)CC(C)c1ccccc1 (stereo not drawn)
  -8	1	-2	-3	0	-1	17[fluorescence artefact?]	-2	-5
#12 C/C(CCc1ccccc1)=N/NC(=O)C(=O)NCc1ccccc1
  0	4	1	0	-2	-3	-8	1	2
#13 COc1ccccc1NC(=O)CN(C)S(=O)(=O)c1ccc2c(c1)CCC(=O)N2
  0	9	0	-1	0	8	9	2	-4
#14 COc1cccc(C(=O)NNC(=O)c2ccccc2-n2cccc2)c1
  9	7	-1	-2	-4	22	-11	2	-5
#15 CCOc1ccccc1N1CCN(Cc2cn[nH]c2-c2ccc(F)cc2)CC1
  6	11	-3	0	1	29	-5	-1	3
#16 COc1ccccc1N1CCN(/N=C\c2ccc(C)o2)CC1
  17	33	-1	-6	-19	-1	-4	3	2
#17 CC(=O)N1c2ccc(S(=O)(=O)CCC(=O)O)cc2CC1C (stereo not drawn)
  0	11	-1	0	33	7	-11	1	3
#18 COC(=O)C1=C(C(=O)OC)[C@@H]2Nc3ccccc3[C@@]23C[C@@H](C(=O)OC)N(C(=O)c2ccc(Br)cc2)C3=N1
  0	5	.	-2	-1	22	-4	1	-6
#19 O=C(CC(=O)c1ccccc1O)c1ccc(F)cc1
  3	21	0	2	-7	3	-4	3	4
#20 O=C(NNC(=S)Nc1ccccc1Cl)C1CC1
  -9	-1	0	0	-12	0	-2	2	9
#21 COc1cccc(/C=N/n2nnnc2N)c1
  -4	3	-2	-2	2	8	3	0	-9
#22 O=C(O)c1ccc(F)c(S(=O)(=O)Nc2ccccc2)c1
  -5	4	-1	-3	-1	1	-4[fluorescence artefact?]	-3	-8
#23 CCNC(=S)N1CCC(C(=O)c2ccc3c(c2)OCCO3)CC1
  -2	7	-1	-5	2	19	-6	1	-2
#24 CCOc1ccc(N2CC(C(=O)Nc3cccc(C)c3C)CC2=O)cc1 (stereo not drawn)
  -10	-2	-1	-1	-21	2	-6	-1	-3
#25 Cc1cc(C)c(S(=O)(=O)N2CCC(C(=O)NCc3ccco3)CC2)c(C)c1
  8	3	3	0	1	5	-18	0	4
#26 Cc1ccc(/C=N/n2cnc3sc(C)c(C)c3c2=O)o1
  -3	8	-2	4	2	-1	-8	2	-2
#27 CC(C)=NN1C(c2nonc2N)=NOC1(C)C
  -6	5	0	2	-5	8	-3	1	-2
#28 CC(=O)/C(=N/Nc1ccccc1[N+](=O)[O-])N1CCCc2ccccc21
  2	9	2	-4	-2	7	-2	-2	-5
#29 COc1ccc(C=NCC2COc3ccccc3O2)cc1OC (stereo not drawn)
  -3	13	-1	-2	-14	1	-8	1	4
#30 O=C(NCc1ccccc1)Nc1cccn(Cc2ccc(F)cc2)c1=O
  7	12	-2	0	-4	3	10[fluorescence artefact?]	42	-1

Other results
Each structure is followed by: FXIa inh 1536	FXIIa inh 1536	Wee1 degr inh	Runt-SMMHC FRET	KLK5 inh	Hck-Nef inh	14-3-3 Bad inh	Runt-CBFb FRET	Thrombin inh
#31 COc1ccc(C(CC(=O)NCc2ccccc2)Sc2n[nH]c(-c3ccccc3)n2)cc1 (stereo not drawn)
  -9	4	-2	-8	9	0	-13	-1	-5
#32 COc1ccc(CCNC(=O)C2CCCN(S(C)(=O)=O)C2)cc1OC (stereo not drawn)
  0	17	-1	-4	-22	1	16	0	-2
#33 COC(=O)CSC1=C(C#N)C(c2ccccc2OC)C(C(=O)OC)C(=O)N1 (stereo not drawn)
  0	0	1	3	3	3	9	-3	-2
#34 Cc1c(C(=O)N2CCCCC2)sc(NC(=O)C(C)C)c1C#N
  4	8	0	-7	6	3	-8	-1	0
#35 CNC(=O)C1C2C=CC3(O2)C1C(=O)N(C1CC1)C3C(=O)NCc1ccc(OC)cc1 (stereo not drawn)
  5	5	-2	0	-29	2	-4	0	4
#36 CC(C)(C)NC(=O)CSc1nc(-c2ccccc2)c(-c2ccccc2)[nH]1
  -10	4	1	5	-6	3	-1[fluorescence artefact?]	2	-3
#37 Cn1c(SCC(=O)c2ccccc2)nnc1-c1ccccn1
  -4	0	0	1	-1	20	6	0	-11
#38 Cc1ccc(C(=O)CSc2nnc(C)s2)cc1
  0	10	3	-1	-13	3	5	-1	-6
#39 CCc1c(C)nc2ncnn2c1N1CCC(C(=O)NCc2cccs2)CC1
  -5	3	3	.	-1	16	8	.	4
#40 COc1cccc(OCc2nnc(SCC(=O)NCc3ccco3)n2CCc2ccccc2)c1
  4	14	-1	-7	4	2	1	-3	1
#41 COc1ccc(/C=N/n2cnn(Cc3ccccc3Cl)c2=S)cc1
  3	6	1	-2	2	21	-6	2	4
#42 CC(C)NC(=O)NC(=O)COC(=O)C1(C)CC1(Cl)Cl (stereo not drawn)
  1	8	0	-4	4	-14	-2	1	-4
#43 CCC12CN3CC(CC)(CN(C1)C31C(=O)N(C)c3ccc(C)cc31)C2=O (stereo not drawn)
  5	9	.	-1	-9	.	-1	1	7
#44 COc1ccc(C(=O)c2ccc(OC)c(OC)c2)cc1OC
  -6	4	-1	-4	-8	-2	-2	-1	-5
#45 COc1cc(/C=C2\SC(=S)N(N3CCOCC3)C2=O)cc(OC)c1OC
  9	13	2	-16	14	2	6	2	-1
#46 CC(=O)N1CCN(CC(=O)Nc2sccc2C#N)CC1
  2	2	2	-4	-15	-6	-10	0	1
#47 CCOc1ccc(NC(=O)CSc2nc3[nH]ncc3c(=O)n2-c2ccccc2OC)cc1
  4	6	0	1	-18	4	-7[fluorescence artefact?]	0	-4
#48 CC1CN(C(=O)C2CCCC2)C(C)CN1C(=O)C1CCCC1 (stereo not drawn)
  3	12	0	-3	-1	0	-18	-1	-2
#49 O=C(COC(=O)/C=C/c1ccccc1)Nc1ccccc1Br
  -10	2	1	-2	-4	0	7	-2	-10
#50 COC(=O)c1ccc(Sc2ccc(Cl)cc2)c(N)c1
  2	-10	0	-2	-4	-1	7	1	-21
#51 Cc1ccc(NC(=O)c2nc[nH]c2C(=O)N2CCC(C)CC2)cc1
  -5	0	.	0	-4	26	-5	-1	-7
#52 CCOc1c(OC)cc(C2C(C#N)=C(N)Oc3n[nH]c(-c4ccncc4)c32)cc1OC (stereo not drawn)
  2	11	0	1	3	3	.	-1	5
#53 CCO/C=C1/C(=O)N(CC)c2ccccc21
  -3	3	-1	-1	-2	4	8[fluorescence artefact?]	1	-5
#54 CN(C)S(=O)(=O)c1ccc(Cl)c(NC(=O)COC(=O)/C=C/c2cnc3ccccc3n2)c1
  3	1	-1	-6	8	10	-5	-2	-7
#55 CC(=O)NCC(=O)OCC(=O)c1ccc(C)c(C)c1
  -1	12	-1	1	-1	0	10	0	-3
#56 O=C(NCC1CCCO1)C1CCC(=O)N1Cc1ccccc1Cl (stereo not drawn)
  -2	-7	4	-3	4	4	-3	1	1
#57 COCCn1c(Cc2cccn2C)nnc1SCC(=O)NCc1ccc2c(c1)OCO2
  -3	2	-1	0	.	-17	1	1	-6
#58 CCOC(=O)c1c(NC(=O)C2=C(C)NC(=S)NC2c2ccc(C)cc2)sc(C)c1C (stereo not drawn)
  6	11	0	-7	-3	2	-16[fluorescence artefact?]	-7	-6
#59 Cc1cc(NC(=O)COC(=O)c2cccc(O)c2)no1
  -1	2	-1	1	-2	12	-14	3	-2
#60 COc1ccc(OC)c(S(=O)(=O)N2CCC(C(=O)Nc3ccc(C)c(C)c3)CC2)c1
  4	18	0	-7	2	1	2	-3	0
#61 Cc1ccccc1/C=C/c1cc[n+](C)cc1
  -5	2	1	13	-4	20	15	1	10
#62 COC(=O)c1sccc1NC(=S)N1CCN(c2cc(C)ccc2C)CC1
  -64	9	-3	6	-9	4	-5	2	-2
